Screening data as filed in PubChem.
H9c2 TAG inh: triacylglycerol accumulation inhibition; H9c2 cells, Nile Red lipid (TAG) fluorescence; cells loaded with 200 µM oleic acid; inhibition, % at 12.5 µM; actives 0.66% (n = 230,000); AID 651582;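 active = pattern-corrected inhibition of lipid staining of at least 50% with the nuclear-stain viability signal not falling by more than 50%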;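 also: 0% = DMSO wells and 100% = triacsin C control wells; some results filed as inactive read as strong as hits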
H9c2 TAG inh DAPI viability: recorded beside H9c2 TAG inh, whose call it bears; DAPI nuclei signal change (viability), lower = more cytotoxic, %;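 whole-well DAPI fluorescence read on a plate reader as a viability signal; minus 50 percent equals half of cells still viable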
* = called active by the depositor. This is a subset, so the mix of outcomes need not match the whole.

SMILES | H9c2 TAG inh | H9c2 TAG inh DAPI viability
Cc1ccc(Cn2ccc(NC(=O)c3nc4ncccn4n3)n2)cc1 | -1 | 1
COC(=O)Cn1cc(/C=C/c2cc[n+](C)cc2)c2ccccc21 | -7 | 4
O=S(=O)(Nc1ncccn1)c1ccc(NC(=S)Nc2ccc(Cl)cc2)cc1 | -8 | 10
COc1ccc(OC)c(/C=C/C(=O)OCC(=O)N2C(C)CCCC2C)c1 (stereo not given) | 0 | 3
CCCCc1ccc(NC(=O)CC(C)C)cc1 | 15 | -14
CCc1ccccc1NC(=O)CCN1C(=O)C2C3CCC(C3)C2C1=O (stereo not given) | 0 | 1
CCOc1ccc(N(C)S(=O)(=O)c2ccc3[nH]cc(C(=O)NCC4CCCO4)c(=O)c3c2)cc1 (stereo not given) | 1 | 6
Cc1c(NC(=O)CN2CCN(C(c3ccccc3)c3ccccc3)CC2)c(=O)n(-c2ccccc2)n1C | -8 | 1
COc1ccc([N+](=O)[O-])cc1/C=N/Nc1nn[nH]n1 | 7 | 1
CSc1ccccc1C(=O)OCC(=O)NC1CCCCCCC1 | 0 | -2
O=C(O)c1cccc(S(=O)(=O)Nc2ccc3c(c2)CCC3)c1 | 3 | -2
Cc1ccsc1CNC12CC3CC(CC(C3)C1)C2 | 5 | -5
O=C(Nc1ccc(F)cc1)N(Cc1nnc2n1CCCCC2)c1ccccc1 | 5 | 0
COc1ccc(CN2C[C@H](C)[C@@H](CC(=O)NCc3ccccc3)C2=O)cc1 | -10 | -9
CCOc1ccc(S(=O)(=O)N(CC(=O)NN=C2CCN(C)CC2)c2ccc(C)cc2)cc1 | 1 | 1
CC1CCCCC1NC(=O)CSc1nnc(N)s1 (stereo not given) | -14 | -3
COc1ccc(NS(=O)(=O)c2ccc(C)c(NC(=O)CN3C(=O)NC4(CCCC4)C3=O)c2)cc1 | -4 | 5
Cc1cccc(NC(=O)Nc2ccc(S(N)(=O)=O)cc2)c1 | 13 | -9
O=C(NC(=S)Nc1ccc(O)cc1)C1CCCC1 | 2 | -3
O=C(NC1CCSc2ccccc21)c1ccc([N+](=O)[O-])cc1 (stereo not given) | -5 | 15
CCCCCCC(=O)Nc1nc(C)c(-c2csc(Nc3ccccc3OC)n2)s1 | 37 | 11
CCN(Cc1ccncc1)C(=O)CC1C(=O)NCCN1Cc1ccc(F)c(F)c1 (stereo not given) | -3 | 0
O=[N+]([O-])c1ccc(NCCNc2ccc(Cl)nn2)cc1 | -64 | 11
Cc1cccc(C)c1NC(=O)CN(C)C(=O)CCc1nc2sc3c(c2c(=O)[nH]1)CCCC3 | 10 | -3
c1ccc2nc3c(cc2c1)CCCCC3 | -10 | 6
COc1cc(Nc2ccn3nc(-c4ccccc4Cl)cc3n2)cc(OC)c1OC | 27 | 4
CC(NC(=O)c1cc(S(=O)(=O)N2CCCC2)ccc1Cl)c1ccccn1 (stereo not given) | -20 | -1
O=C(O)c1ccccc1NC(=S)NC(=O)c1cccc2ccccc12 | 15 | -3
CC1CN(C)C(C)c2c1oc1ccc(N)cc21 (stereo not given) | 10 | 11
COC(=O)c1ccc(COc2ccc(/C=N/NC(N)=S)cc2)o1 | 11 | 3
CCC(=O)c1ccc(N2CCCCC2)c(F)c1 | 6 | -3
Cc1cccc(N2CCN(C(=O)c3ccc4ccccc4c3)CC2C)c1 (stereo not given) | -19 | 15
Cc1cc(NC(=O)NC(=O)c2ccccc2)no1 | 12 | 6
COc1ccc2nc(-c3ccccn3)[nH]c2c1 | 70* | -48*
Cc1ccccc1NC(=O)NC1CCCCCCC1 | -6 | -2
Fc1ccc(-c2cc(-c3ccccc3)nc(-n3cccn3)n2)cc1 | 10 | -12
O=C(Cc1ccsc1)N1CCN(S(=O)(=O)c2cccc(F)c2)CC1 | -1 | 0
O=C(O)c1ccccc1N=N/C(=N/Nc1cc(S(=O)(=O)O)ccc1O)c1ccccc1 | -7 | -2
CCN(CC(=O)NCc1ccccn1)S(=O)(=O)c1ccc(Cl)cc1 | -8 | 2
Cc1ccc(NC(=O)CN(C)C(=O)c2cccc(S(=O)(=O)NCc3ccccc3)c2)cc1 | -3 | -5

19 structures from above, ordered by SMILES length, low to high:
SMILES | H9c2 TAG inh | H9c2 TAG inh DAPI viability
c1ccc2nc3c(cc2c1)CCCCC3 | -10 | 6
Cc1ccccc1NC(=O)NC1CCCCCCC1 | -6 | -2
CC1CCCCC1NC(=O)CSc1nnc(N)s1 (stereo not given) | -14 | -3
CCC(=O)c1ccc(N2CCCCC2)c(F)c1 | 6 | -3
COc1ccc2nc(-c3ccccn3)[nH]c2c1 | 70* | -48*
Cc1ccsc1CNC12CC3CC(CC(C3)C1)C2 | 5 | -5
Cc1cccc(NC(=O)Nc2ccc(S(N)(=O)=O)cc2)c1 | 13 | -9
O=C(O)c1ccccc1NC(=S)NC(=O)c1cccc2ccccc12 | 15 | -3
O=C(O)c1cccc(S(=O)(=O)Nc2ccc3c(c2)CCC3)c1 | 3 | -2
CCN(CC(=O)NCc1ccccn1)S(=O)(=O)c1ccc(Cl)cc1 | -8 | 2
O=C(Nc1ccc(F)cc1)N(Cc1nnc2n1CCCCC2)c1ccccc1 | 5 | 0
CCCCCCC(=O)Nc1nc(C)c(-c2csc(Nc3ccccc3OC)n2)s1 | 37 | 11
CC(NC(=O)c1cc(S(=O)(=O)N2CCCC2)ccc1Cl)c1ccccn1 (stereo not given) | -20 | -1
CCN(Cc1ccncc1)C(=O)CC1C(=O)NCCN1Cc1ccc(F)c(F)c1 (stereo not given) | -3 | 0
COc1ccc(CN2C[C@H](C)[C@@H](CC(=O)NCc3ccccc3)C2=O)cc1 | -10 | -9
O=C(O)c1ccccc1N=N/C(=N/Nc1cc(S(=O)(=O)O)ccc1O)c1ccccc1 | -7 | -2
Cc1ccc(NC(=O)CN(C)C(=O)c2cccc(S(=O)(=O)NCc3ccccc3)c2)cc1 | -3 | -5
Cc1cccc(C)c1NC(=O)CN(C)C(=O)CCc1nc2sc3c(c2c(=O)[nH]1)CCCC3 | 10 | -3
COc1ccc(NS(=O)(=O)c2ccc(C)c(NC(=O)CN3C(=O)NC4(CCCC4)C3=O)c2)cc1 | -4 | 5

The list continues:
SMILES | H9c2 TAG inh | H9c2 TAG inh DAPI viability
CCc1nc2ccc(C(=O)NCc3cccs3)cn2c1N(CC)Cc1cccc(Br)c1 | -9 | 10
O=C(CSc1ccc2nnc(-c3cccnc3)n2n1)NCC1CCCO1 (stereo not given) | -8 | -3
CC1(C)CC(=O)C2=C(C1)NC(=O)CC2c1cc2c(cc1Br)OCO2 (stereo not given) | -13 | -4
Cc1ccc(-n2nnnc2SCC(=O)NC2CC2)cc1C | 7 | -7
Cc1cc(C)n(C(CC(=O)O)C(=O)O)n1 (stereo not given) | -3 | 10
COc1ccc(C(C)=O)cc1COC(=O)c1cnc(C)cn1 | 8 | 3
COc1cc(Nc2ccc(C(=O)O)cc2[N+](=O)[O-])cc(OC)c1 | 1 | -2
Cc1ccc(S(=O)(=O)N2CCCCC2)cc1NC(=O)[C@@H]1CCCN1C(=O)c1cccs1 | 4 | 7
CC(C)(C)c1cc(-c2ccccc2)n[nH]1 | 0 | 10
COCCNC(=O)C1(C)CCCN(Cc2cccc(F)c2)C1 (stereo not given) | -6 | 5
CCCS(=O)(=O)Nc1cccc(-c2nc3cccnc3s2)c1 | 4 | -5
COc1ccc(-n2c(COc3ccc(Cl)cc3Cl)n[nH]c2=S)cc1 | 8 | -1
O=S(=O)(NCC1CN(S(=O)(=O)c2ccc3c(c2)OCCO3)C1)c1c(F)cccc1F | -11 | 7
O=C(Nc1ccc(Cl)cc1N1CCOCC1)C1CC1 | 8 | -6
Cc1ccc(NC(=O)c2ccc([N+](=O)[O-])s2)cc1S(=O)(=O)N1CCOCC1 | 83 | -57
NC(Cc1ccc(Cl)cc1)c1csc(NC(=O)NCC2CCCCC2)n1 (stereo not given) | 111 | -71
Cc1ccc(C)c(OCCC(=O)NCCc2ccc(S(N)(=O)=O)cc2)c1 | 3 | -1
CCOC(=O)c1c(C)nc2sc(C(=O)Nc3ccc(OC)cc3)c(N)c2c1-c1ccc(OC)cc1 | 42 | -13
Cc1ccc(S(=O)(=O)N2CCN(C(=O)c3cc4c(C)nn(-c5ccccc5C)c4s3)CC2)cc1 | -1 | -3
CCOC(=O)C1C(=O)OC(C)(C)C1C(C)C(=O)c1ccc(C)cc1 (stereo not given) | -16 | -2
O=C(C1=C[C@H](C2CCCCC2)C[C@H](OCCCCO)O1)N1CCN(Cc2ccccc2)CC1 | 4 | -8
Cc1ccc(NC2=Nc3ccccc3N3C2=Nc2c(c(C)nn2-c2ccccc2)C3c2ccc(O)c(O)c2)cc1 (stereo not given) | 110* | 75*
Cc1cnc([N+](=O)[O-])n1CCOC(=O)NC(=O)c1ccccc1 | 0 | 5
O=C(c1ccccc1)n1c(=S)nc2ccccn21 | -6 | 8
CN(Cc1ccccc1)C(=O)c1[nH]cnc1C(=O)NCC(=O)OCc1ccccc1 | 3 | -3
CCCC(=O)N(CCN(Cc1ccccc1)C(=O)CCC)Cc1ccccc1 | 20 | -7
O=CNc1cc(-c2ccc(C(=O)N3CCOCC3)cc2)cn2c(-c3ccc(F)cc3)cnc12 | 16 | -10
CC(C)n1c(N2CCN(CC(=O)Nc3ccc4c(c3)OCCO4)CC2)nc2ccccc21 | 11 | -3
O=C(COC(=O)c1ccc(OC(F)F)cc1)NCC1CCCO1 (stereo not given) | -2 | -7
Cc1cc(/C=C(/C#N)c2nc3ccccc3[nH]2)c(C)n1-c1ccccc1C(=O)O | 8 | 18
CCc1ccc(NC(=O)C(C)Sc2nnc(CN3CCCC3)o2)cc1 (stereo not given) | 11 | 1
COC(=O)c1c(C)[nH]c(C(=O)/C=C/c2ccc(C)cc2)c1C | -30 | 0
O=C(N/N=C/c1ccoc1)c1cc(O)cc(O)c1 | 14 | 6
COc1ccc(OC)c(NC(=O)C2C3CCC(C3=C(C)C)C2C(=O)O)c1 (stereo not given) | -4 | -18
O=C(COC(=O)c1cnccn1)Nc1cccc(F)c1 | -2 | 5
CCc1cc2c(=O)[nH]c(Cc3ccccc3)nc2s1 | -65 | -11
Cc1cc(/C=N/n2cnnc2)c(C)n1-c1ccc(OCc2ccc(Cl)cc2)cc1 | -23 | 8
CCOC(=O)C1=CNS(=O)(=O)NC1c1ccc(C#N)cc1 (stereo not given) | -7 | 11
CCOC(=O)N1CCN(C(=O)/C(=C/c2ccc(N(C)C)cc2)NC(=O)c2ccccc2)CC1 | -36 | 8
CSCCC(NC(=O)c1ccccc1Cl)C(=O)NCC(c1cccs1)N(C)C (stereo not given) | 15 | 4

A portion from the list above, as a working copy:
SMILES | H9c2 TAG inh | H9c2 TAG inh DAPI viability
O=C(C1=C[C@H](C2CCCCC2)C[C@H](OCCCCO)O1)N1CCN(Cc2ccccc2)CC1 | 4 | -8
Cc1ccc(NC2=Nc3ccccc3N3C2=Nc2c(c(C)nn2-c2ccccc2)C3c2ccc(O)c(O)c2)cc1 (stereo not given) | 110* | 75*

Continuation:
SMILES | H9c2 TAG inh | H9c2 TAG inh DAPI viability
COc1ccc(NC2=CC(=O)CC(c3ccccc3)C2)cc1 (stereo not given) | 4 | -11
CCNC(=O)C1CCCN(C(=O)c2ccc(OC(F)F)cc2)CC1 (stereo not given) | -12 | 12
O=c1cc(CO)oc(C(Nc2ccccn2)c2ccccc2F)c1O (stereo not given) | -18 | 4
N#Cc1c(-c2ccccc2)cc(-c2ccccc2)nc1SCc1nnc(-c2ccccc2)o1 | -29 | 17
CCOc1ccc(NC(=O)C2CC3CCC2C3)cc1 (stereo not given) | -8 | -3
COc1ccc(C(=O)NCCc2nc3cc([N+](=O)[O-])ccc3n2C)cc1 | -3 | -1
O=C(CSc1nnc(-c2ccc3c(c2)OCCO3)o1)N1CCCC1 | 7 | 14
CC(=O)Nc1ccc(NC(=S)NC(=O)c2oc3ccccc3c2C)cc1 | -1 | 8
CC(=O)OC1CCC2C3CCc4cc(OP(=O)(N5CC5)N5CC5)ccc4C3CCC12C (stereo not given) | 2 | 6
CCc1ccc(NC(=O)NCCN2CCc3ccccc3C2)cc1 | -9 | 4
CN(CC(=O)Nc1ccc(F)c(F)c1F)C(=O)CCN1C(=O)C2CC=CCC2C1=O (stereo not given) | 5 | 8
CCCCCCN1C[C@@H](n2cc(C3CC3)nn2)[C@H](O)C[C@@H]1c1ccc(Cl)cc1 | -3 | 1
